LmPK inhibitor: qHTS Assay for Inhibitors of Leishmania Mexicana Pyruvate Kinase (LmPK); Potency, µM (top dose mostly 57.5 µM), without a hit: at the highest dose activity change, negative = inhibition, usual class: inhibitors; purified LmPK, Kinase-Glo ATP luminescence, 1 h; Q27686; AID 1721, 2009; 290,000 compounds, 0.37% hits; further: potency means the concentration at half of the fitted maximal effect; on the % scale 0 is the no-effect control and ±100 the full control effect
Target sequence (Q27686 whole entry, looked up): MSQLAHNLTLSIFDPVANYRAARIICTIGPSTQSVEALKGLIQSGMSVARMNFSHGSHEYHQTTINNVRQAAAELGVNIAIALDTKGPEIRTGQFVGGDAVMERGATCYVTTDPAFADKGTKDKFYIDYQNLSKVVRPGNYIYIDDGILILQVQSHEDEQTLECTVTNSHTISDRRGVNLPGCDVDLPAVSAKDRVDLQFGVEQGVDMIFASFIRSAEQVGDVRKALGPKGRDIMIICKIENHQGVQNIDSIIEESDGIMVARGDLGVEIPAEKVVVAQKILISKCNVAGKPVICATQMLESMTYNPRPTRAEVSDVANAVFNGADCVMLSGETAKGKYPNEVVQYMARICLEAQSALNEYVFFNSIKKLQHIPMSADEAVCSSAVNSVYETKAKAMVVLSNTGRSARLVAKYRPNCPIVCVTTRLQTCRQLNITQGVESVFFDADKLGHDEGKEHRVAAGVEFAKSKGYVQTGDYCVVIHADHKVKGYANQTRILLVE
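qHTS format; LmPK 0.1 nM; substrates PEP 0.5 mM and ADP 0.1 mM. One-hour room-temperature incubation, then coupled luciferase luminescence; 0.5 nM enzyme wells mark activation.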
TbPYK inhibitor: qHTS of Trypanosoma Brucei Inhibitors. Potency, µM (highest dose often 76.8 µM), for inactives: top-dose activity, negative = inhibition, hits mostly inhibitors. 410,000 compounds, 0.12% hits. pyruvate kinase (Trypanosoma brucei), Q57TT1. TbPYK enzyme, Kinase-Glo Plus ATP luminescence, 45 min. AID 624173, 2012; further: potency means the concentration at half of the fitted maximal effect; on the % scale 0 is the no-effect control and ±100 the full control effect; nearly all actives have a fitted effect of over 50% in size
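In this concentration-response screen, enzyme-free wells defined baseline while DMSO plates tracked drift. Each reaction combined TbPYK, substrate, compound and 130 uM ADP for 45 min at room temperature. Kinase-Glo Plus luminescence gave the signal.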
AMA1-RON2 inh: qHTS for Inhibitors of AMA1-RON; Towards Development of Antimalarial Drug Lead: Primary Screen; Plasmodium falciparum AMA1 (3D7) - RON2 peptide interaction; AlphaScreen AMA1-biotinylated RON2 peptide binding; Potency, µM (series often up to 58.2 µM), for inactives: at the top dose activity change, negative = inhibition, actives largely listed as inhibitors; 360,000 compounds, 0.2% hits;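 further: potency means the concentration at half of the fitted maximal effect; 0% = vehicle wells and -100% = peptide control; nearly all actives have a fitted effect of over 45% in size; some results filed as inactive show a strong effect at the top dose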
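AMA1 (3D7) with his tag at 25 nM final met compounds first, then biotinylated RON2 peptide at 25 nM; detection used donor plus acceptor beads, 10 µg/mL apiece, read by AlphaScreen after 30 min at room temperature.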
Pf growth 96h: Primary qHTS for delayed death inhibitors of the malarial parasite plastid, 96 hour incubation. P. falciparum luciferase reporter growth, 96 h. 320,000 compounds, 6.9% hits. Potency, µM (highest dose often 28.7 µM), for the others: at the highest dose activity change, negative = inhibition, actives largely listed as inhibitors; further: potency means the concentration at half of the fitted maximal effect; on the % scale 0 is the no-effect control and ±100 the full control effect
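96 h incubation, 37 C, 5% CO2, of luciferase-reporter P. falciparum-infected RBCs (2% hematocrit, 0.05% parasitemia final) with test compounds; endpoint luminescence.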
Shiga inhibitor: A qHTS for Small Molecule Inhibitors of Shiga Toxin | Vero cells, Shiga toxin protein synthesis inhibition reporter | inhibition, % at 38.7 µM | 290,000 compounds, 9.2% hits | AID 2315, 2010; in the data active means inhibition mostly above about 28%, no sharp cut-off; inactive means mostly below about 43%; further: 0% is about no effect
CHX counter: Cycloheximide Counterscreen for Small Molecule Inhibitors of Shiga Toxin; cell reporter, cycloheximide protein synthesis inhibition counterscreen; max response, %; 300,000 compounds, 12% hits; AID 2314, 2010; in the data active means max response mostly above about 13%, no sharp cut-off; inactive means mostly below about 14%; further: read at 38.3 µM for the half of the compounds with a filed dose; 0% is about no effect
Pf growth 48h: Primary qHTS for delayed death inhibitors of the malarial parasite plastid, 48 hour incubation; P. falciparum luciferase growth in erythrocytes, 48 h; 310,000 compounds, 5.9% hits; Potency, µM (doses to about 28.7 µM), without a hit: at the highest dose activity change, negative = inhibition, most hits filed as inhibitors; further: potency means the concentration at half of the fitted maximal effect; on the % scale 0 is the no-effect control and ±100 the full control effect
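Luciferase-expressing P. falciparum in infected erythrocytes (2% hematocrit, 0.1% parasitemia final) in RPMI 1640/0.5% Albumax were exposed to compound for 48 hours at 37 C, 5% CO2; growth read as luminescence.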
* = called active by the depositor; ? = inconclusive; nt = no result given; & = joins results of further samples; [ ] = dose if it differs, or a comment. Unless noted, the call rests on the fitted dose curve; in most records, active means well fitted curve in the direction sought with a large enough effect; inconclusive means small, poorly fitted or top-dose-only effect, or another doubt; inactive means no such curve, though single readings can be large; an effect the other way counts as inactive or inconclusive.

No.	compound	LmPK inhibitor	TbPYK inhibitor	AMA1-RON2 inh	Pf growth 96h	Shiga inhibitor	CHX counter	Pf growth 48h
1	CCOC(=O)c1ccccc1NC(=O)CN1C(=O)CCS(=O)(=O)c2ccccc21	4%	3%	0%	-4%	9	-5	-16%
2	Cc1nn(C)c(C(=O)N/N=C/c2ccc(Br)cc2)c1Cl	0%	-2%	10%	25%	-1	-3	26%
3	OCC1CCN(Cc2cn(Cc3ccccc3)nc2-c2cc3ccccc3o2)CC1	-1%	6%	14%	?	-2	-5	?
4	CC(=O)OC1CC2CCC1(C)C2(C)C (centres undefined)	nt	-9%	nt	12%	-4&-11	-3&5	-7%
5	C/C(CCc1ccc2c(c1)OCO2)=N\N=C1\NC(=O)CC(C(=O)Nc2ccc(Cl)cc2)S1 (centres undefined)	0%	0%	66%[activator]	71%[activator]	-18	-4	40%[activator]
6	CC(=O)Nc1ccc(NC(=O)c2c([N+](=O)[O-])cnn2C)cc1	6%	4%	42%[activator]	?	nt	3	5%
7	CCOC(=O)c1nnn2c1nc(N1CCOCC1)c1ccccc12	0%	6%	12%	-14%	4	-1	-7%
8	COC(=O)[C@@H](NC(=O)N(C1CCCCC1)C1CCCCC1)C(C)C	3%	10%	0%	1.7µM*	-9	-1	-22%
9	O=C(O)CSc1ccccn1	10%	3%	-1%	nt	27	1	-13%
10	CCC1(C)Cc2ccccc2-c2nc(NCCCO)n(C)c(=O)c21 (centres undefined)	7%	-21%	-4%	12%	-15	-1	-3%
11	Cc1ccc(C(=O)C[n+]2cc(-c3ccc(C)cc3)n3c2CCCCC3)cc1	-5%	6%	-1%	0.41µM*	66	-5	0.41µM*
12	CC1CCN(c2ccc(S(=O)(=O)N3CCC(C)CC3)cc2N)CC1	-2%	-11%	-15%	?	-4	0	7%
13	CC(=O)Nc1ccc(NC(=O)CSc2nnc(-c3ccco3)n2Cc2ccco2)cc1	1%	-11%	-1%	?	-15	-3	-19%
14	COc1ccc(N2CCN(C(=O)c3cc(=O)c4ccc(C)cc4o3)CC2)cc1	4%	-7%	-4%	?	-4	4	-1%
15	Nc1nonc1N1CCCCC1	0%	9%	1%	0%	-1	-2	24%
16	CO[C@@]1(NC(=O)Cc2cccs2)C(=O)N2C(C(=O)O)=C(COC(N)=O)CS[C@@H]21	21%	6%&1%	44%[activator]	-21%	-3	-1	-9%
17	COc1cc(/C=C(\C#N)C(=O)NCc2cccs2)ccc1O	1%	32%	9%	10%	4	19	23%
18	COc1cc(S(=O)(=O)Nc2ccc3cn[nH]c3c2)ccc1Cl	4%	1%	3%	51%[activator]	-3	7	-6%
19	O=C(Nc1cc(Cl)cc(Cl)c1)C1CCC(=O)N1Cc1ccccc1Cl (centres undefined)	6%	1%	-14%	?	-17	-1	9.3µM*
20	CC(=O)Nc1ccc(NC(=O)c2ccc(C)c(S(=O)(=O)Nc3cccc(C)c3)c2)cc1	2%	-12%	-1%	44%[activator]	6	-2	12µM*
21	NS(=O)(=O)c1ccc(CNC(=O)c2cc(=O)c3ccccc3o2)cc1	-4%	-2%	-3%	21%	7	-12	nt
22	CC(C)(C)c1nc(SCC(=O)NC2CCCC2)c2ccccc2n1	-2%	5%	11%	14%	-8	-4	7%
23	O=C(CC1C(=O)NC2CCCCC2N1C(=O)c1ccc(F)cc1)Nc1ccccc1 (centres undefined)	1%	8%	0%	nt	-21	-7	?
24	NC(=O)CSc1n[nH]c(-c2ccco2)n1	-1%	-8%	-1%	50%[activator]	-6	-3	33%[activator]
25	Cc1sc2nc(CN(CCc3ccccc3)C(=O)c3ccco3)[nH]c(=O)c2c1C	1%	13%	1%	1%	-16	0	21%
26	COc1cccc(C(=O)OC(C)C(=O)NCC2CCCCC2)c1 (centres undefined)	nt	-3%	1%	20%	nt	nt	-9%
27	COc1ccc(CC(NC(C)=O)C(=O)NC2CCN(C(=O)Nc3ccccc3C)CC2)cc1OC (centres undefined)	-4%	0%	-8%	2%	-12	-6	16%
28	CCOC(=O)c1sc(NC(=O)c2ccc(C)s2)cc1C	-9%	-4%	6%	0%	68*	65*	162%[activator]
29	Cc1ccc(OCCn2c(=O)oc3ccc(C)cc32)cc1	2%	0%	45%[activator]	9%	24	20*	0%
30	CCCCCN(C(=O)NC(=O)Nc1ccccc1C)S(=O)(=O)c1ccccc1	-1%	-7%	-19%	5%	13	7	43%[activator]
31	O=C(CNS(=O)(=O)c1ccccc1F)OCC(=O)c1c[nH]c2ccccc12	nt	-1%	1%	34%[activator]	nt	nt	0%
32	Nc1nc(NCCCN2CCOCC2)nc(Nc2ccc(F)cc2)c1[N+](=O)[O-]	1%	0%	15%	?	-3	-4	13µM*
33	O=[N+]([O-])c1ccc(S(=O)(=O)NCC2CCCO2)cc1 (centres undefined)	-1%	1%	12%	53%[activator]	-9	8	9%
34	Oc1c(N=NC(=S)Nc2ccccc2F)c2ccccc2n1Cc1ccccc1Cl	6%	-16%	20%	?	-3	11	5.2µM*
35	O=C(O)c1cccc(NC(=S)N/N=C/c2ccccc2OCc2cccc(Br)c2)c1	0%	3%	18%	?	6	8	-6%
36	COc1ccc(C(=O)[C@H]2[C@H]3C(=O)N(c4ccc(OC(C)=O)cc4)C(=O)[C@H]3C3C=CC=NN32)cc1 (some centres undefined)	-1%	-9%	-16%	31%[activator]	-7	-2	9%
37	CC/C(C)=N/Nc1nc2c(c(=O)[nH]c(=O)n2C)n1Cc1ccccc1	-11%	-6%	46%[activator]	?	1	-7	?
38	CCOC(=O)c1cc(CC)sc1NC(=O)c1cc([N+](=O)[O-])ccc1N1CCOCC1	2%	5%	-8%	27%	-5	-1	?
39	C/C(Cl)=C/Cc1c(C)[nH]c2ccc(C)cc2c1=O	-7%	-8%	?	12%	41	27*	0.37µM*
40	Cc1cc(S(=O)(=O)NCc2ccccc2)ccc1OCC(=O)NCc1cccnc1	2%	1%	1%	48%[activator]	-9	-8	?

Just Pf growth 96h and Shiga inhibitor, for some of the entries so far:
nr | structure | Pf growth 96h | Shiga inhibitor
9 | O=C(O)CSc1ccccn1 | nt | 27
10 | CCC1(C)Cc2ccccc2-c2nc(NCCCO)n(C)c(=O)c21 (centres undefined) | 12% | -15
11 | Cc1ccc(C(=O)C[n+]2cc(-c3ccc(C)cc3)n3c2CCCCC3)cc1 | 0.41µM* | 66
12 | CC1CCN(c2ccc(S(=O)(=O)N3CCC(C)CC3)cc2N)CC1 | ? | -4

The listing continues.
No.	compound	LmPK inhibitor	TbPYK inhibitor	AMA1-RON2 inh	Pf growth 96h	Shiga inhibitor	CHX counter	Pf growth 48h
41	O=C(CSc1nnc(-c2ccncc2)n1-c1ccccc1)NCC1CCCO1 (centres undefined)	nt	6%	-14%	-21%	nt	nt	-26%
42	COc1ccc(CCN(Cc2cc3cccc(C)c3[nH]c2=O)C(=O)NC2CCCCC2)cc1OC	6%	-4%	-6%	2.9µM*	12	-5	nt
43	CCC(C)(C)NC(=O)c1cc(C(=O)OC)cc([N+](=O)[O-])c1	-5%	nt	-11%	6%	-3	-6	nt
44	Cc1cc(SCC#N)nc2ccccc12	4%	-2%	3%	15%	-7	2	0%
45	O=C(C(=O)N1CCc2ccccc2C1)c1cn(CC(=O)N2CCCC2)c2ccccc12	-1%	10%	-14%	13%	-9	-4	7%
46	Cc1ccc(SCCC(=O)NCCSCc2ccccc2C)cc1	5%	6%	0%	?	-5	6	40%[activator]
47	CC1CCN(c2nnc(NC(=O)Cn3c(=O)oc4ccccc43)s2)CC1	2%	12%	1%	100%[activator]	-14	-1	nt
48	NC(=S)N/N=C/c1ccccc1OC(=O)c1cc2ccccc2oc1=O	1%	3%	80%[activator]	0.59µM*	31	20	0.33µM*
49	CC(C)(C)CC(=O)Nc1ccccc1N1CCN(c2ccccc2)CC1	8%	1%	2%	5%	23	7	?
50	CCn1c(SCC(=O)NCC2CCCO2)nc2c(c1=O)SCC2 (centres undefined)	-4%	-3%	10%	0%	-4	1	76%[activator]

One compound at a time (already shown). Values in the order: LmPK inhibitor	TbPYK inhibitor	AMA1-RON2 inh	Pf growth 96h	Shiga inhibitor	CHX counter	Pf growth 48h
Listed for O=C(C(=O)N1CCc2ccccc2C1)c1cn(CC(=O)N2CCCC2)c2ccccc12 : -1%	10%	-14%	13%	-9	-4	7%
Listed for CC(C)(C)CC(=O)Nc1ccccc1N1CCN(c2ccccc2)CC1 : 8%	1%	2%	5%	23	7	?
Listed for CC1CCN(c2nnc(NC(=O)Cn3c(=O)oc4ccccc43)s2)CC1 : 2%	12%	1%	100%[activator]	-14	-1	nt

Carrying on:
No.	compound	LmPK inhibitor	TbPYK inhibitor	AMA1-RON2 inh	Pf growth 96h	Shiga inhibitor	CHX counter	Pf growth 48h
51	O=C(C1CCN(S(=O)(=O)c2cccc3cccnc23)CC1)N1CC=C(c2ccccc2)CC1	-4%	nt	nt	?	-5	-1	nt
52	COc1ccc(CC(=O)N(C)Cc2ccc(C(C)(C)C)cc2)cc1S(=O)(=O)N1CCOCC1	4%	6%	-5%	-20%	-20	-5	7%
53	Nc1c(S(=O)(=O)c2ccccc2)cnc2c(-c3ccc(F)cc3)cnn12	-1%	1%	50%[activator]	94%[activator]	-3	0	34%[activator]
54	Cc1c(C(=O)NCc2ccccc2)oc2ccc(S(=O)(=O)N3CCCC3)cc12	8%	0%	2%	?	4	1	nt
55	CC(=O)N1c2ccc(S(=O)(=O)NCc3ccco3)cc2CC1C (centres undefined)	0%	2%	-6%	75%[activator]	23	5	19%
56	COc1cc(C(=O)Nc2ccc3c(c2)Cc2ccccc2-3)cc(OC)c1OC	2%	-1%	0%	?	-10	0	14%
57	CC(NC(=O)NC1CCCCC1)C(c1cccs1)N1CCN(C)CC1 (centres undefined)	0%	-3%	3%	-2%	-3	1	-3%
58	CCc1cc2c(SCC(=O)c3ccccc3)ncnc2s1	6%	1%	-5%	?	73*	45*	92%[activator]
59	CCN(CC)C(=O)CSc1nc2c(sc(=S)n2Cc2ccco2)c(=O)n1-c1ccccc1	-1%	-2%	-4%	7.4µM*	-11	-2	?
60	O=C(NNS(=O)(=O)c1ccccc1)c1cccc(F)c1	28%	10%	8%	9%	nt	1	8%
61	COC(=O)c1cccc(NC(=S)NCc2ccco2)c1	0%	5%	-5%	-1%	55	16	9%
62	COCCN(C(=O)CC1CCCC1)c1c(N)n(CC(C)C)c(=O)[nH]c1=O	nt	5%	6%[11.6 µM]	?	nt	nt	-6%
63	Cc1ccc(N(C)C(=O)c2ccc3c(Cl)c4c(nc3c2)CCC4)cc1C	0%	-13%	-2%	?	8	16	?
64	CC(=O)Nc1c(F)cc(Br)cc1F	-1%	-17%	7%	31%[activator]	-6	1	69%[activator]
65	COCCn1c(SCC(=O)N2CCCCC2)nc2c(c1=O)SCC2	-6%	-3%	10%	?	7	-1	-5%
66	Cn1nnnc1SCC(=O)NC(C)(C)C	3%	-17%	8%	?	23	-3	9%
